# Screens from PubChem.
# KDM5B inh = KDM5B demethylase inhibition; 220,000 tested, 2.6% active; AID 1347165; Q9UGL1; KDM5B demethylase, FDH-coupled NADH fluorescence (FDH is formaldehyde dehydrogenase); Potency, µM (series often up to 57.7 µM), for inactives: top-dose activity change, negative = inhibition, hits mostly inhibitors; active = well fitted inhibition curve with a large enough effect; inconclusive = small, poorly fitted or top-dose-only effect; inactive = no such curve, though single readings can be large or run the other way; note: 0% is about no effect; nearly all actives have a fitted effect of over 70% in size
# Target sequence (Q9UGL1 whole entry, looked up): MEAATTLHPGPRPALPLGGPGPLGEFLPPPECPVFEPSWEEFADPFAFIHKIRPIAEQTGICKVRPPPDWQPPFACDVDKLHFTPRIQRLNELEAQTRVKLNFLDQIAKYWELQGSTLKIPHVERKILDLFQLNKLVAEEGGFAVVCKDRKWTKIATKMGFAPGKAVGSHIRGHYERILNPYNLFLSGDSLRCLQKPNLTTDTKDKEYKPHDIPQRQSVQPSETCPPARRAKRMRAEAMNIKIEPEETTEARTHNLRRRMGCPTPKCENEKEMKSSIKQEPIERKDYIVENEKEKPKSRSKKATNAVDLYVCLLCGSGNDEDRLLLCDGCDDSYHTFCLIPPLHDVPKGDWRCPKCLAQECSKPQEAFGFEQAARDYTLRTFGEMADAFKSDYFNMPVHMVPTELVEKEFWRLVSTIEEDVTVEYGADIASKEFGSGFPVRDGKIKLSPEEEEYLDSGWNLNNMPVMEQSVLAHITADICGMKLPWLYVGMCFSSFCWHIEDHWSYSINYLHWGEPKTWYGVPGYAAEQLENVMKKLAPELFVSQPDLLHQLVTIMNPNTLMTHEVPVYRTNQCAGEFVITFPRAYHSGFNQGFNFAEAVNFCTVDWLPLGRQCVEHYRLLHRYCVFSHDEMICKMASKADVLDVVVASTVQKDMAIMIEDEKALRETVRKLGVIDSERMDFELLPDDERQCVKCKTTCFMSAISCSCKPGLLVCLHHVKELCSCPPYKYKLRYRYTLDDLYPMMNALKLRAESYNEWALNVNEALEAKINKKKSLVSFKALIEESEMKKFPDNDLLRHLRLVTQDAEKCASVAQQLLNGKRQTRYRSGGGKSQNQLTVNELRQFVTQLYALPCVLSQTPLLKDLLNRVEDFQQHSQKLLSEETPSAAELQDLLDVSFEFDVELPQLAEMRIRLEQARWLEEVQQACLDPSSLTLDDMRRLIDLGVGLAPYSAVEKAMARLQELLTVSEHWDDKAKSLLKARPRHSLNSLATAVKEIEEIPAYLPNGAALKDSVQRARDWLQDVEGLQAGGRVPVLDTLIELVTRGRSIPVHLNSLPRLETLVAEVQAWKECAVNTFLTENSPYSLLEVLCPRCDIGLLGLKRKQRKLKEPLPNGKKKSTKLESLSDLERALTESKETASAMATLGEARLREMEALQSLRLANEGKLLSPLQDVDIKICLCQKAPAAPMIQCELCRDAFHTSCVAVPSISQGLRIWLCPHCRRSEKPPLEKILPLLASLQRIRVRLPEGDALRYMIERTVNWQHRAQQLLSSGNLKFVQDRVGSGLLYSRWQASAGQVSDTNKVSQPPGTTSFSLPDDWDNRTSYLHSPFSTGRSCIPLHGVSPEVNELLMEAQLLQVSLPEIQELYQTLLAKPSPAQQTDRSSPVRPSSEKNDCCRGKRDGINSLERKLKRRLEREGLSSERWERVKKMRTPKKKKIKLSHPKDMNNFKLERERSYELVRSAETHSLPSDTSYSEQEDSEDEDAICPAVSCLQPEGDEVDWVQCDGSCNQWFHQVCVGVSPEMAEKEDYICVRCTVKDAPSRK
#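 Coupled FDH/NAD⁺ fluorescence readout. KDM5BΔAP 200 nM final; compound titration, 10 min RT preincubation; substrate mix 12.5 µM H3K4me3, 25 µM 2-OG, 50 µM Fe(II), 100 µM ascorbate, 0.25 mM NAD⁺, 0.25 U/mL FDH; ΔRFU over 30 min.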
# The depositor's hits bear a star; ? = inconclusive; [ ] = remark or other dose. Potency is the fitted concentration of half-maximal effect.
SMILES,KDM5B inh
Cc1ccc(Cl)cc1NC(=O)CN1CCN(S(=O)(=O)c2cccs2)CC1,11%
c1ccc(-c2noc(-c3cncnc3N3CCCCCC3)n2)cc1,-24%
COCC(=O)NC1CCC12CCN(C(=O)Cc1c[nH]c3ccccc13)CC2 (stereo unspecified),-9%
COCCOC1CCOC2(CCN(C(=O)c3cccc(C)c3)CC2)C1 (stereo unspecified),-23%
N#Cc1ccccc1COC(=O)c1c(F)cccc1Cl,-15%
COc1cccc(Nc2ccc3c(n2)C(C)(C(=O)NCc2cccs2)CN(C)C3)c1 (stereo unspecified),28µM*
COc1ccc(N2CC(c3noc(-c4cc(OC)cc(OC)c4)n3)CC2=O)cc1 (stereo unspecified),?
Cc1cccc2c1nc1n2[C@@H](CNC(=O)c2ccc(C#N)cc2)COC1,-5%[86.2 µM]
CN1CCN(C(CNC(=O)C(=O)Nc2ccc(Cl)cc2)c2cccnc2)CC1 (stereo unspecified),2%
COc1ccc(OC)c(NC(=O)c2ccc3c(c2)N(S(=O)(=O)c2ccccc2)CC3)c1,?
CCOC(=O)c1ccc2c(c1)N(Cc1cccc(OC)c1)C(=O)c1ccccc1S2(=O)=O,?
CCN1C(=O)CCN(C(=O)c2cccnc2C)CC12CCOCC2,24%
c1ccc(-c2cc(-c3ccccc3)n(-c3ccccc3)n2)cc1,-11%
CC(OC(=O)c1csc(NCc2ccccc2)n1)C(=O)N(C)Cc1ccccc1 (stereo unspecified),3%
CC(=O)/C=C/c1ccc2ccccc2n1,?

# Reprinted at random: six entries already listed.
SMILES,KDM5B inh
COCC(=O)NC1CCC12CCN(C(=O)Cc1c[nH]c3ccccc13)CC2 (stereo unspecified),-9%
c1ccc(-c2cc(-c3ccccc3)n(-c3ccccc3)n2)cc1,-11%
Cc1ccc(Cl)cc1NC(=O)CN1CCN(S(=O)(=O)c2cccs2)CC1,11%
COc1cccc(Nc2ccc3c(n2)C(C)(C(=O)NCc2cccs2)CN(C)C3)c1 (stereo unspecified),28µM*
COCCOC1CCOC2(CCN(C(=O)c3cccc(C)c3)CC2)C1 (stereo unspecified),-23%
c1ccc(-c2noc(-c3cncnc3N3CCCCCC3)n2)cc1,-24%

# Other structures.
SMILES,KDM5B inh
CCCCOc1ccc(C2c3c(oc4ccccc4c3=O)C(=O)N2c2nc(C)c(C(=O)OCC)s2)cc1OC (stereo unspecified),5%[11.5 µM]
CCC(C)NC(=O)c1sc2ncccc2c1-n1c(C)ccc1C (stereo unspecified),?
O=C(NCCO)C(O)(c1ccccc1)c1ccccc1,17%
Cc1ccc2c(c1)c(N1CCCC1=O)c(C(=O)Nc1ccc(F)cc1F)n2C,-19%
COc1ccc(NC(=O)N2CCCC(Cn3cnc4cccnc43)C2)c(C)c1 (stereo unspecified),-7%
COc1ccc(OC)c(NC(=O)CSc2nnc(CN3CCCCC3)n2-c2ccc(F)cc2)c1,-5%
Cc1nnc2n1CCC(N(C)S(=O)(=O)c1cccnc1)CC2 (stereo unspecified),9%
CCN(CC)S(=O)(=O)c1ccc(Cl)c(C(=O)NNC(=O)c2csc(N3CCOCC3)n2)c1,?
COc1ccc(/C=N/NC(=O)c2cccnc2)cc1COc1ccc([N+](=O)[O-])cc1,6%
S=C(CN1CCCC1=S)NCCc1ccccc1,7%
Cc1nn2c(c1-c1ccccc1[S+](C)(=O)[O-])N(C(=O)c1cccc(O)c1)CCC2,1%[86.2 µM]
O=[S+]([O-])(c1ccccc1)N1CC(N2CCc3ccccc32)C1,?
COC(=O)CC1=C(C(=O)OC)C(c2ccc(OC)cc2)C(C#N)=C(N)O1 (stereo unspecified),?
COc1ccc(N=C2S[C@H]3[C@H]([C@@H](O)[C@H](O)C[C@@H]3C(N)=O)N2CC2CCCCC2)cc1,26%[86.2 µM]
COc1ccc(S(=O)(=O)NCC(=O)O)cc1F,14%

# New compounds follow.
SMILES,KDM5B inh
O=c1[nH]c(=S)[nH]cc1S(=O)(=O)c1cccc(Cl)c1,-6%
COC(=O)C(NC(=O)C(Cc1ccc(OCc2ccccc2)cc1)NC(=O)C(CC(C)C)NC(=O)OC(C)(C)C)C(C)O (stereo unspecified),14%
CCOC(=O)c1c(-c2ccc(OC)cc2)oc2ccc(OCc3ccc(F)cc3F)cc12,?
O=C(Nc1c2c(nn1-c1ccccc1)CS(=O)(=O)C2)c1cc2ccccc2o1,1%
CC1CCCN(c2ncnc3c2nnn3C)C1 (stereo unspecified),-2%
O=C(NCc1ccccc1)c1cc2cc(F)ccc2[nH]1,?
COCCc1noc(-c2ccc(N(C)Cc3ncc(C)[nH]3)nc2)n1,?
Fc1ccc(CSc2nc3ccccc3s2)cc1,15%
CCOC(=O)c1ccc(NC(=O)c2cc3sccc3n2Cc2ccc(Cl)cc2)cc1,?
Cc1cccc(NCC(=O)Nc2cc(Cl)ccc2-n2cncn2)c1C,4%
COc1cc(-c2nnn(Cc3ccccc3C)n2)cc(OC)c1OC,20%
O=[S+]([O-])(c1cccs1)N1CCn2c(nnc2-c2ccncc2)C1,0%
Nc1ccc(Oc2ncccn2)cc1,?
Cc1ccc(-c2nn(CCC(=O)NC(C)c3ccccc3)c(=O)c3ccccc23)cc1 (stereo unspecified),6%
COc1ccc(-c2c(C)nn3c2NC(=O)CCC3=O)cc1S(=O)(=O)Nc1ccc(C(C)C)cc1,20%

# For convenience, some entries already given.
SMILES,KDM5B inh
CCOC(=O)c1ccc2c(c1)N(Cc1cccc(OC)c1)C(=O)c1ccccc1S2(=O)=O,?
CCN1C(=O)CCN(C(=O)c2cccnc2C)CC12CCOCC2,24%

# (more compounds)
smiles	KDM5B inh
Cc1cccc(N2CCN(C(=O)c3cnc(N4CCCC4)nc3C)CC2)c1C	-26%
CCC(=O)N1CCc2c(C(=O)N3CCCCC3)cccc21	-11%
CCOc1ccccc1NC(=O)C1CCN(S(=O)(=O)c2c(C)noc2/C=C/c2ccco2)CC1	?
NC(=O)c1cccc(CN2CCC3(CC2)Cc2ccccc2N(C(=O)C2CCCC2)C3)c1	-2%[115 µM]
CC(C)CCn1c(COc2ccccc2)n[nH]c1=S	-10%
O=C(CCc1cccc(F)c1)NCc1ccc(F)cc1C(F)(F)F	-9%
CC(=O)N1CCOC[C@H](Oc2ccc(C(F)(F)F)cn2)C1	-11%[86.2 µM]
C/C(=N\NC(=S)Nc1ccccc1)C1Cc2ccccc2C(=O)O1 (stereo unspecified)	34%[activator]
COc1ccc(C)cc1NC(=O)Cn1ccn2nc(-c3ccc(F)cc3)c(CO)c2c1=O	?
CN(C)C[C@@H]1CN(C(=O)c2ccc3c(c2)OCC(=O)N3)C[C@@H]1CO	12%
CC(=O)c1cccc(NC(=O)c2sc(-n3nc(C)c(Cc4ccc5c(c4)OCO5)c3C)nc2C)c1	-13%
CC(C)(C)OC(=O)N1CCN(C(C(=O)O)c2c[nH]c3ccc(Cl)cc23)CC1 (stereo unspecified)	13%
Cc1cnc(C(=O)O)cn1	-39%
COc1ccccc1-c1ncnn1-c1sc2c(c1C#N)CCCCC2	-28%
CN1CCNc2nc(CNc3cccc(F)c3)n(Cc3ccccc3)c2C1=O	-21%[86.2 µM]

# Among those listed so far, 2 have a tert-butyl group:
smiles	KDM5B inh
COC(=O)C(NC(=O)C(Cc1ccc(OCc2ccccc2)cc1)NC(=O)C(CC(C)C)NC(=O)OC(C)(C)C)C(C)O (stereo unspecified)	14%
CC(C)(C)OC(=O)N1CCN(C(C(=O)O)c2c[nH]c3ccc(Cl)cc23)CC1 (stereo unspecified)	13%

# Next entries follow:
smiles	KDM5B inh
O=C(Cc1ccc(Cl)cc1)NC1CCN(c2cc(-c3ccc(F)cc3)[nH]n2)CC1	-17%
Cc1ccc(C(=O)COC(=O)c2cc(-c3cccs3)nc3ccccc23)cc1	?
Cc1ccc(C(=O)N2CCC(n3cc(-c4nc(C)no4)nn3)C2)cc1 (stereo unspecified)	27%
Cc1cc(N2CCN(Cc3ccc(F)c(F)c3)C(CCO)C2)nc(N)n1 (stereo unspecified)	-24%
O=C(N[C@@H]1CN(c2ccncn2)C[C@H]1CO)c1ccco1	17%
O=C(c1ccc(CN2C(=O)NC3(CCS(=O)(=O)CC3)C2=O)cc1)N1CCOCC1	-18%
CCC(CC)C(=O)Nc1c(C)cc(C)cc1C	8%
Cc1ccc(/C(C#N)=C\c2cc(C)n(C)c2C)cc1	29%
Cc1ccc(OCC(=O)N2CC(C(=O)NCCc3ccncc3)C3(CCOCC3)C2)cc1 (stereo unspecified)	11%
COc1ccc(Cn2ccnc2SCC(=O)NCc2ccccc2)cc1	-9%
O=C(O)CNS(=O)(=O)c1ccc(Br)cc1Cl	-6%
O=C1c2[nH]nc(-c3ccccc3O)c2C(c2ccccc2F)N1CCCO (stereo unspecified)	4%
O=C(c1ccccn1)N1CCC2(CC1)CN[S+](=O)([O-])c1ccccc1N2	-22%
CCN(C1CCOCC1)C1CN(C(=O)c2cnccn2)C1	16%
Cc1ccc(CS(=O)Cc2ccccc2F)cc1 (stereo unspecified)	-16%

# Printed as active in KDM5B inh, of those listed so far:
smiles	KDM5B inh
COc1cccc(Nc2ccc3c(n2)C(C)(C(=O)NCc2cccs2)CN(C)C3)c1 (stereo unspecified)	28µM*

# Continuation.
smiles	KDM5B inh
CC(=O)c1c[nH]cc1C	22%
CCCCCn1nc(C(=O)OCC(=O)Nc2cc(C)on2)c2ccccc2c1=O	12%
Cn1ncc2c(N3CCN(c4ccccc4F)CC3)ncnc21	?
C[C@@H]1CN(C(=O)c2ccc(Cn3cnnn3)cc2)C[C@@]1(O)C1CCC1	-9%
CCN(CC)C(=S)SC(C)c1nc(N)nc(N(C)C)n1 (stereo unspecified)	18%
O=C(CSc1ncc(-c2ccc(F)cc2)o1)NC1CCCC1	-12%
CCCNC(=O)N1Cc2ccccc2OC2(CCN(C)CC2)C1	-17%
CCOc1ccc(-c2cc(N3C(=O)Nc4ccccc4N3O)n[nH]2)cc1	-9%
CN1C(=O)C(CC(=O)NC2CCCCC2)Sc2ncccc21 (stereo unspecified)	-29%
CC(C)CCCC1CN(C(=O)CCN2CCCO2)CCO1 (stereo unspecified)	-10%
Cc1cccc(C)c1NC(=O)CSc1nc(CN(C)C)nc2ccccc12	18%
COc1ccc(N2CCN(C(=O)c3cc4c(=O)oc5ccc(C)cc5c4s3)CC2)cc1	-13%
Cc1ccc(OCCOc2ccc3ccc(=O)oc3c2)cc1	-4%
CC1Sc2ccc(C(=O)Nc3nc(-c4cccnc4)cs3)cc2NC1=O (stereo unspecified)	-8%
CCOc1ccc(C2CCCN2S(=O)(=O)CCN(C)S(=O)(=O)c2ccc(F)cc2)cc1 (stereo unspecified)	7%

# Carrying on.
smiles	KDM5B inh
Cc1ccc(-c2nc(CNC(=O)C(C)CN)[nH]c2-c2ccccn2)cc1 (stereo unspecified)	-22%
Cc1nn(CC(=O)NCCO)c(=O)c2ccccc12	4%
COc1ccccc1OCCCn1c(C2CC(=O)N(c3ccccc3Cl)C2)nc2ccccc21 (stereo unspecified)	-27%
Cc1ccc(C(=O)N2CCc3nc(C(C)C)nc(-c4ccc(O)cc4)c3CC2)cc1	11%
CCc1ccccc1NC(=O)c1nc(-c2ccccc2)oc1C	-16%
CC(C)CCN1CCOc2cc(C(=O)Nc3ccc4cn[nH]c4c3)ccc2C1	11%[86.2 µM]
N#Cc1ccc(C(=O)Nc2ccc([C@@H](O)[C@H]3COCC(=O)N3Cc3ccccc3F)cc2)cc1	-7%
CCc1ccc(NC(=O)CSc2ccc(-c3cccs3)nn2)cc1	-17%
Cc1ccc(-c2cc(C(=O)NCc3ccccc3)c3c(-c4ccc(C)cc4)[nH]nc3n2)cc1	-6%
NC(=O)CC1=C2CCCCC2N(Cc2ccccc2)C1=O (stereo unspecified)	-12%
Cc1cc(C(=O)N2C[C@@H](CO)[C@H](c3ccccn3)C2)on1	6%
COc1cccc(C2=NN3C(C2)c2cccc(OC)c2OC32CCN(S(C)(=O)=O)CC2)c1 (stereo unspecified)	32%[activator]
CCc1[nH]nc(C(=O)N2C[C@@H](CN3CCCCCC3)[C@@H](CO)C2)c1C	?
O=c1sc2c(s1)SC1CCCCCCCCCCC1S2 (stereo unspecified)	17%
O=C(Oc1ccc(F)cc1)c1nc(SCc2ccc(F)cc2)ncc1Cl	?

# The listing continues:
smiles	KDM5B inh
CCOC(=O)N1CCN(C(=O)Cn2ncc3c4ccccc4n(Cc4ccc(F)cc4)c3c2=O)CC1	?
COc1ccc2nc(C[C@@H]3C[C@@H](C(C)C)[C@H](CNCc4ccccc4OC)C=C3C)[nH]c2c1	?
CCOc1ccccc1NC(=O)NC1CCN(C(=O)N2CC3CC(C2)[C@H]2CCCC(=O)N2C3)CC1 (stereo partly specified)	13%
CC1(c2ccccc2)N(Cc2ccccc2C#N)C(=O)OC12CCN(C(=O)CCc1cccnc1)CC2 (stereo unspecified)	?
COc1ccc(C(=O)Oc2ccc3c(=O)c(Oc4ccc(C(C)(C)C)cc4)coc3c2)cc1OC	-13%
COc1ccc(C(=O)C2CCCN(Cc3ccc(C#CCCO)cc3)C2)c(OC)c1 (stereo unspecified)	10%
CC(C)CN1C(=O)c2cccn2CC1C(=O)NCCCN1CCOCC1 (stereo unspecified)	-11%
COC(=O)c1ccc(C)c(S(=O)(=O)NCc2ccc(N3CCCC3)nc2)c1	18%
COc1cccc(CC(=O)NCC2Cn3cccc3C(=O)N2CC(C)C)c1 (stereo unspecified)	24%
COc1cccc2cc(S(=O)(=O)N3CCCCCC3)c(=O)oc12	6%
O=C1CO[C@H]2CN(Cc3ccc(C(F)(F)F)cc3)C[C@H]2N1	14%[86.2 µM]
CN(C)CCCNC(=O)c1nc2ccccc2c(=O)[nH]1	2%
Fc1ccccc1OCC1CCCN(c2nccc(-c3cccnc3)n2)C1 (stereo unspecified)	28µM*
CCc1ccc(S(=O)(=O)c2nnn3c2nc(NCc2cccs2)c2sccc23)cc1	?
CN(Cc1ccccn1)C1CCCc2ccccc21 (stereo unspecified)	?
CCn1cc(-c2cc3c(cn2)CN(Cc2cccnc2)CCN3)cn1	32µM*

# Only part of the results is shown. The share of hits here may be higher or lower than overall.
